PAFAH1B2 inh: blocks human PAF acetylhydrolase 1b catalytic subunit 2. P68402. recombinant PAFAH1B2, FP-rhodamine activity probe, fluorescence polarization. inhibition, % at 3.39 µM. 340,000 compounds, 1.2% hits;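 active means inhibition above the mean of all tested compounds plus 3 SD, cut at about 24% in these data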;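 further: 0% = enzyme with DMSO and 100% = wells lacking PAFAH1B2; many of its hits are not listed in these tables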
PAFAH1B3 FP inh: PAFAH1B3 (human) inhibition. inhibition, % at 3.39 µM. 340,000 compounds, 0.28% hits. Q15102. recombinant PAFAH1B3, FP-rhodamine probe, fluorescence polarization;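 active means inhibition above the screen-wide average of all tested compounds plus 3 SD, cut at about 25% in these data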;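 further: 0% = enzyme with DMSO only and 100% = wells lacking PAFAH1B3 protein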
Target sequence (Q15102 whole entry, looked up): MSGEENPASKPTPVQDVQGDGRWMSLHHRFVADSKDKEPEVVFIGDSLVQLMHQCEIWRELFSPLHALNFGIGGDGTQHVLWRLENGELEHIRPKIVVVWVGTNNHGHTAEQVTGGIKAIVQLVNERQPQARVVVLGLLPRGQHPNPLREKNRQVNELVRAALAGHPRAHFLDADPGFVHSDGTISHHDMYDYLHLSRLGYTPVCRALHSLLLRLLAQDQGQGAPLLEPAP
LYPLA2 inh: counter-screen for PME1 inhibitors: inhibitors of human LYPLA2; O95372; recombinant LYPLA2, FP-Rh probe fluorescence polarization; inhibition, % at 5.9 µM; 320,000 compounds, 0.38% hits; AID 2177;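 active means inhibition above the screen-wide mean plus 3 SD, limit set per campaign, cut at about 26% in these data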;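 further: 0% = LYPLA2 with DMSO and 100% = wells lacking LYPLA2 enzyme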
Target sequence (O95372 whole entry, looked up): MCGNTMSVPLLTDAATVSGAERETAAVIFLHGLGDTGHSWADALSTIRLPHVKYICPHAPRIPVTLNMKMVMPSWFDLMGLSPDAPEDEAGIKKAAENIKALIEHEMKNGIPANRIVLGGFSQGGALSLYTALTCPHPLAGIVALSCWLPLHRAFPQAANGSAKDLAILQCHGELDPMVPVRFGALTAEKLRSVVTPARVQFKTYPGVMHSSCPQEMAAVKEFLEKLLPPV
pPAFAH inh: inhibitors of human plasma PAF acetylhydrolase (pPAFAH); Q13093; inhibition, % at 3.39 µM; recombinant pPAFAH, FP-rhodamine probe fluorescence polarization; 330,000 compounds, 1.5% hits; AID 463082;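 active means inhibition above the mean inhibition across the screen plus 3 SD, cut at about 25% in these data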;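 further: inhibitors block binding of the rhodamine activity-based probe so polarization drops; 0% = enzyme with DMSO and 100% = wells lacking pPAFAH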
Target sequence (Q13093 whole entry, looked up): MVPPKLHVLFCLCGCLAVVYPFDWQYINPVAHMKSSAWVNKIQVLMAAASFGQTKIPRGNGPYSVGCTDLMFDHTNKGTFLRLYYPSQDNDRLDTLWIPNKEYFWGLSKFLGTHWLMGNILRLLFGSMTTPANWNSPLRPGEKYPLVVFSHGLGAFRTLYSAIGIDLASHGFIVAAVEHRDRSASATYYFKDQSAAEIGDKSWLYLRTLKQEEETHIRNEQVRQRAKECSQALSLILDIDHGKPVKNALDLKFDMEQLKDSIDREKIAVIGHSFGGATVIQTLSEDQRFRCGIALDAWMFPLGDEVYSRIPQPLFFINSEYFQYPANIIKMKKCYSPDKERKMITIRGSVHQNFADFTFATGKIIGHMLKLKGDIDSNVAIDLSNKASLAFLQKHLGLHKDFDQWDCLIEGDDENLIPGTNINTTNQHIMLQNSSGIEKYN
LYPLA1 counter: blocks human lysophospholipase 1, a PME1 counter-screen; 320,000 compounds, 0.16% hits; inhibition, % at 5.9 µM; O75608; recombinant LYPLA1, FP-Rh probe fluorescence polarization; AID 2174;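 active means inhibition above the mean of all tested compounds plus 3 SD, set per campaign, cut at about 14% in these data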;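 further: inhibitors block serine hydrolase probe labeling of LYPLA1 so polarization falls; 0% = enzyme with DMSO and 100% = wells lacking LYPLA1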
EBNA-1 inhibitor: blocks EBNA-1 binding to DNA; AID 1950; 300,000 compounds, 0.34% hits; inhibition, % at 14.8 µM; EBNA-1 DNA binding, fluorescence polarization; in the data active means inhibition above about 28%
PREPL inhibitor: inhibitors of human prolyl oligopeptidase-like enzyme PREPL. inhibition, % at 5.96 µM. recombinant PREPL, fluorescence polarization activity-based probe. Q4J6C6. 320,000 compounds, 0.68% hits; in the data active means inhibition above about 43%;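 further: 0% = enzyme with DMSO and 100% = wells lacking enzyme; many of its hits are not listed in these tables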
PAFAH2 FP inh: PAFAH2 (human) inhibition. Q99487. recombinant PAFAH2, FP-rhodamine activity probe, fluorescence polarization. inhibition, % at 3.39 µM. 340,000 compounds, 0.99% hits. AID 492956;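 active means inhibition above the mean over all tested compounds plus 3 SD, cut at about 30% in these data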;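 further: inhibitors block probe labeling of enzyme so polarization drops; 0% = enzyme with DMSO and 100% = wells lacking PAFAH2 protein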
ZTA counter: blocks Epstein-Barr virus ZTA, an EBNA-1 counter-screen; ZTA-DNA binding, fluorescence polarization; 320,000 compounds, 0.15% hits; P03206; inhibition, % at 11 µM; in the data active means inhibition above about 33%
* hit, by the source's call; . = no result given. Not all compounds are listed; the hit share may differ from the screen's.

Below each SMILES – PAFAH1B2 inh	PAFAH1B3 FP inh	LYPLA2 inh	pPAFAH inh	LYPLA1 counter	EBNA-1 inhibitor	PREPL inhibitor	PAFAH2 FP inh	ZTA counter
> Cc1ccccc1NC(=S)N(C)Cc1cn(C)c2ccccc12
    0	3	4	1	-2	5	-2	-5	2
> OCC[C@H]1C[C@@H](O)[C@H](O)[C@@]2(Cc3ccccc3CO2)O1
    -3	-3	-1	1	-2	-1	16	2	2
> CCOC(=O)N1CCC(N(CCN(C)C)C(=S)Nc2cc(Cl)cc(Cl)c2)CC1
    7	7	2	6	-7	-8	-2	-3	0
> CC1CCN(CCCn2c(=S)[nH]c3c(sc4ccccc43)c2=O)CC1
    3	0	0	2	-1	-9	18	3	-2
> Cc1cc2nc(-c3ccc[nH]c3=O)n(Cc3cccc(F)c3)c2cc1C
    8	3	-2	9	0	-5	-5	-3	2
> Cn1ccc(C(=O)OCC(=O)Nc2cccc3ccccc23)n1
    -3	13	-10	0	-7	-4	2	50*	1
> O=C(OCC(=O)c1ccccc1Br)c1ccncc1
    3	1	4	4	3	3	5	2	-8
> COc1ccc(OC)c(NC(=O)CCNS(=O)(=O)c2cccc3nonc23)c1
    4	9	2	5	0	5	5	1	-3
> CC(=O)c1c(C)[nH]c(C(=O)COC(=O)CN2C(=O)C3CCCCC3C2=O)c1C (configuration not stated)
    4	5	.	-4	.	.	8	4	.
> Cc1ccc(Nc2nc(N)nc(CN3CCCCCC3)n2)c(C)c1
    -3	-1	1	3	1	-3	20	4	3
> O=C(NCC1CCCO1)c1sc2ccccc2c1Cl (configuration not stated)
    1	2	12	2	0	4	10	15	4
> CCCC1c2ccc(C)n2CCN1C(=O)Nc1ccc(F)cc1 (configuration not stated)
    1	8	-7	2	6	7	17	-2	4
> CCN(CC)S(=O)(=O)c1ccc(OCC(=O)NC(=O)Cc2ccccc2)c([N+](=O)[O-])c1
    -1	2	13	22	3	.	22	9	-7
> CN(CC(=O)Nc1ccc(F)c(F)c1F)C(=O)Cc1ccc2c(c1)OCCO2
    1	9	-2	1	1	-9	4	0	-1
> CN(C)S(=O)(=O)N1CCC(Oc2ccc(C(=O)NC3Cc4ccccc4C3)cc2)CC1
    6	9	4	6	1	7	2	1	20
> O=C1OC(C(=O)NCc2ccccc2)Cc2ccccc21 (configuration not stated)
    5	12	-1	1	0	-3	-4	35*	4
> CC1=C(C(=O)OC(C)C)C(c2cccs2)N2C(=O)C(C)SC2=N1 (configuration not stated)
    -2	5	-4	-3	-1	-3	0	-18	10
> Cc1ccc(C)c(N(CC(=O)NC(C)(C)C)C(=O)CNC(=O)c2cccs2)c1
    2	7	5	-2	-2	-6	2	5	-6
> COc1cc(NC(=O)CCc2c(C)nc3nc(C)nn3c2C)cc(OC)c1
    6	19	-1	0	1	-1	0	8	10
> Cc1noc(C)c1C(=O)Nc1nc(-c2cccs2)cs1
    3	3	2	2	-1	.	16	-1	-8
> Nc1c(C(=O)NCCc2ccccc2)nnn1Cc1ccccc1
    6	2	-7	5	-2	6	-1	2	15
> CCC(CC)C(=O)c1c[nH]c(C(=O)OC)c1
    9	9	-4	-2	-4	-4	5	7	-23
> Cc1ccc(-n2c(C)nn(CC3CC3)c2=O)cc1
    2	13	7	-1	0	-4	-1	-1	-9
> Cc1ccc(C)c(NC(=O)CCc2nnc3ccc(N4CCCCC4)nn23)c1
    4	8	4	2	4	8	11	0	9
> Cc1ccc(S(=O)(=O)Nc2ccsc2C#N)cc1
    -1	-7	-5	0	-2	-3	1	6	10
> Cc1ccc(S(=O)(=O)N2CCCCC2)cc1NC(=O)CNc1ccc(C(F)(F)F)cc1
    3	-6	-12	5	-5	10	22	17	9
> CCCn1c2ccccc2c2cnn(CC(=O)NC3CCCC(C)C3C)c(=O)c21 (configuration not stated)
    0	0	1	3	-2	-9	-3	3	5
> COc1ccccc1Oc1c(C)oc2c(CN3CCN(C)CC3)c(O)ccc2c1=O
    .	.	6	1	5	3	-9	.	-1
> COc1ccc(CCN(C)C(=O)C23CC4CC(CC(Cl)(C4)C2)C3)cc1OC
    8	-3	1	3	-1	-3	6	5	-6
> Cc1cc(NC(=O)/C=C/C(=O)N(CC(=O)NC2CCCC2)c2ccc(F)cc2)no1
    0	2	5	0	2	10	3	2	5
> CC1=CC(C)(C)N2C(=O)C3(NCCc4c3[nH]c3ccccc43)c3cccc1c32 (configuration not stated)
    -4	5	2	5	5	-2	5	4	-25
> CSc1ccc(CCNC(=O)CCc2nnc3ccc(N4CCCCC4)nn23)cc1
    10	0	1	-2	3	-3	12	-6	15
> CC(C)(C)c1ccc(C(=O)OCC(=O)NCc2ccco2)cc1
    11	12	1	19	-1	.	15	55*	2
> O=C(NCC(=O)N(c1cccc(F)c1)C(C(=O)NC1CCCC1)c1cccnc1)c1ccco1 (configuration not stated)
    -8	0	2	3	-1	2	-3	0	12
> CCN(CC)CCCN1C(=O)C(=O)/C(=C(/O)c2ccc(Cl)cc2)C1c1ccccn1 (configuration not stated)
    1	8	5	2	4	-5	13	2	-4
> CCOc1ccc(-c2[nH]nc3c2C(c2ccc4c(c2)OCO4)C(C#N)=C(N)O3)cc1OC (configuration not stated)
    0	-6	0	9	-3	3	-9	-3	-13
> Cc1ccc(-c2noc(CN3CCN(c4ccccc4F)CC3)n2)cc1
    0	2	0	-3	0	-1	5	9	-10
> COc1ccccc1OCC(=O)NCC1CCCN(C(=O)c2ccccc2C(C)=O)C1 (configuration not stated)
    -2	7	-3	2	-6	10	1	1	14
> OC(COCc1ccc(Cl)cc1)CN1CCCCC1 (configuration not stated)
    -1	-6	-5	-3	-4	1	14	2	7
> Oc1ccc(N=Nc2cccc(C(F)(F)F)c2)cc1C=Nc1ccc(N2CCOCC2)cc1
    -2	2	5	11	-1	-1	29	1	-3
> O=C(NNC(=O)c1csc(-c2cnccc2C(F)(F)F)n1)c1ccc(C(F)(F)F)cc1
    .	.	4	0	-3	-5	0	.	-15
> CCOc1ccc(NC(=O)CSc2nc3[nH]ncc3c(=O)[nH]2)cc1
    2	-2	0	0	2	-11	6	-3	4
> COc1cccc(C(=O)N2CCCC(c3nc(-c4cccs4)no3)C2)c1 (configuration not stated)
    1	3	6	1	-1	5	14	3	-25
> COc1ccccc1NS(=O)(=O)c1ccc(C(=O)N2CCCCCCC2)cc1
    14	5	-9	3	-6	.	7	6	7
> CC(=O)Nc1ccc(S(=O)(=O)NC(CC(=O)NCCCN2CCOCC2)C(C)C)cc1 (configuration not stated)
    5	0	1	-2	-2	5	7	-1	-9
> COc1ccc2c(c1OC)C(=O)N1N=C(c3ccc(F)cc3)CC21 (configuration not stated)
    -6	-1	-1	3	-4	-6	13	-5	-9
> Cc1ccc(-c2nnc(Nc3ccc4c(c3)OCO4)c3ccccc23)cc1S(=O)(=O)NCCO
    2	-2	2	5	2	-6	33	11	-11
> CC(C)(C)N=C1C([N+](=O)[O-])=CC=C2C1=NC1(CCCCC1)N2O
    13	15	3	2	2	6	10	8	24
> CCOc1ccc(S(=O)(=O)NCCC(=O)OCC(=O)N2CC(=O)Nc3ccccc32)cc1
    1	2	3	7	1	-3	-5	3	9
> CSCCC(NC(=O)COc1ccccc1)C(=O)N1CCN(c2ccccc2F)CC1 (configuration not stated)
    0	7	1	10	2	-11	-8	3	-27
> Cc1ccc(CNC(=O)c2sccc2-n2cccc2)cc1
    4	6	3	12	3	0	-14	3	-3
> C=C1C(=O)C=C[C@]2(C)C[C@@H]3OC(=O)[C@](C)(O)[C@H]3C[C@@H]12
    8	7	-2	0	-2	1	18	0	0
> COc1cc2c(cc1OC)C(C)N(C(=O)c1c(C)noc1C)CC2 (configuration not stated)
    1	15	-1	-3	-3	4	8	0	2
> COc1ccccc1C1CCN(c2ccc([N+](=O)[O-])c(OC)c2)CC1
    3	10	-5	5	1	9	1	8	-2
> COC(=O)c1cc(Cl)cc2c(CCO)c[nH]c12
    0	4	.	3	.	.	15	-1	.
> COc1ccc(OC)c(C(=O)NC(CC(N)=O)c2ccc(NCc3ccc(F)c(F)c3)c([N+](=O)[O-])c2)c1 (configuration not stated)
    -3	3	6	3	-4	7	-6	-1	10
> N=C1SCC(=O)N1c1ccccc1Cl
    4	3	5	-1	-1	-1	4	1	-22
> Cc1nn(Cc2c(Cl)cccc2Cl)c(C)c1NC(=O)Cn1nc([N+](=O)[O-])c(Cl)c1C
    7	5	-8	-3	-4	13	-6	-1	3
> COc1ccnc2c1c(=O)n(Cc1cccc(Cl)c1)c(=O)n2C
    -4	2	-4	6	-4	-2	-31	5	-3
> COC(=O)C1(C(O)C(=O)c2ccc(C)cc2C)CCCCC1 (configuration not stated)
    8	7	-1	2	-4	-7	-6	2	-7

Later entries
Below each SMILES – PAFAH1B2 inh	PAFAH1B3 FP inh	LYPLA2 inh	pPAFAH inh	LYPLA1 counter	EBNA-1 inhibitor	PREPL inhibitor	PAFAH2 FP inh	ZTA counter
> O=C(COC(=O)CCC(=O)c1cccs1)Nc1ncc(Cl)cc1Cl
    -5	7	-1	10	-3	9	6	5	10
> NS(=O)(=O)c1ccc(NC(=O)CSc2n[nH]c(=O)n2Cc2ccccc2)cc1
    2	-1	-7	0	-6	3	-4	-16	22
> C/C(=N\Nc1ccc(Cl)c(C(=O)O)c1)c1ccc(Br)s1
    7	7	9	27*	6	5	19	11	-3
> CNc1oc(/C=C/c2ccccc2)nc1C#N
    0	5	3	-2	-1	-10	11	-4	8
> CC1(C)CC(=O)C=C(NC2CCCCCCC2)C1
    3	0	4	7	-1	0	4	20	-2
> CCOC(=O)c1cnc(SCC(=O)Nc2ccc(N3CCOCC3)c(Cl)c2)nc1N
    -3	6	12	6	16*	1	-3	-4	-3

Source: PubChem
